Source: PubChem (several laboratories)
FLuc stim CS = affects firefly luciferase, flagging false hits in luciferase stimulation screens; 200,000 tested, under 10 active; activation factor at 10 µM; ATPlite luciferase biochemical, luminescence, 10 min; 0 = ATP-free wells, 1 = DMSO control; P08659;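 active means luciferase activation factor, scaled between plate controls, of at least 2 with compound at 10 µM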
Target sequence (P08659 whole entry, looked up): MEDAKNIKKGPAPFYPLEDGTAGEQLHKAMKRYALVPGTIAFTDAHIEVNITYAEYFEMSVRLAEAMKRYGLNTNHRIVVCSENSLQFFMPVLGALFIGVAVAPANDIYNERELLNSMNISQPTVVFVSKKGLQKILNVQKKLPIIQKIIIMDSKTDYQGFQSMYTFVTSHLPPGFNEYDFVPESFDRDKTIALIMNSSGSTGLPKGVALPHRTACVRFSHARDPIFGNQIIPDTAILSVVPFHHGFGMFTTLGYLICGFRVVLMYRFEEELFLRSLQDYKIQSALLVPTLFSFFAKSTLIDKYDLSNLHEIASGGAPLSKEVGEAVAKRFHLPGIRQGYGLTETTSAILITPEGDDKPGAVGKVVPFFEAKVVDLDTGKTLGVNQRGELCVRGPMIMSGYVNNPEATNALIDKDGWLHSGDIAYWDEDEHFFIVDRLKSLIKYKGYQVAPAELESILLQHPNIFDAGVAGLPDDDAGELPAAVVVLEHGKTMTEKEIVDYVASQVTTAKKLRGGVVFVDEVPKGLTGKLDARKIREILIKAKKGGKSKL
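Assay system: Luciferase/luciferin reagent mix; Medium: PBS as buffer for the ATP substrate; Dosing: test compounds dosed from 2 mM stocks in 100% DMSO; Times: 10 min, room temperature; Signal: luminescence from luciferase reaction; Read-out: luciferase activation; Controls: No-ATP low control, compound-free enzyme-plus-ATP high control.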
ROMK primary = modulators of human ROMK potassium channel | P48048 | Tet-inducible ROMK, thallium flux fluorescence; actives lie on both sides | B-score at 10 µM | 130,000 compounds, 2% hits | AID 1918;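 active means signal ratio slope over the read window, or its plate-corrected B-score, at least 3 SD from the plate mean, either direction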;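 further: B-score of the F/F0 ratio slope over 7 to 12 s after thallium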
Target sequence (P48048 whole entry, looked up): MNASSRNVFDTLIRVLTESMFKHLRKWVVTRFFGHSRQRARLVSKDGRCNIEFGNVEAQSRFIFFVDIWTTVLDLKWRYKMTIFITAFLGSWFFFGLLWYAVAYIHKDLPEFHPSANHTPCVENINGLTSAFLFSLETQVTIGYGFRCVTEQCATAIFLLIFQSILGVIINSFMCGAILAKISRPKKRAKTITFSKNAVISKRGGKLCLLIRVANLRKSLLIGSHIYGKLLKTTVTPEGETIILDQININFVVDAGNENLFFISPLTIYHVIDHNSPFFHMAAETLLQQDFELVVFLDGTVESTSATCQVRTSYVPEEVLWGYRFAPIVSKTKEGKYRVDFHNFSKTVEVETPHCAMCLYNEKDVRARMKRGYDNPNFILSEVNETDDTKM
APP 5'UTR act = APP 5'UTR luciferase reporter activation. SH-SY5Y APP 5'UTR luciferase reporter, luminescence; zero percent = DMSO vehicle wells. activation, % at 2 µM. 190,000 compounds, 1% hits. AID 1276;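 active means activation above a set limit, based on mean plus 3 SD of controls, cut at about 140% in these data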; further: values of inactives mirror those of a sister screen read the other way
STAT3 blocker = reduces IL-6 driven STAT3 reporter signal; U3A cells, IL-6 STAT3-luciferase reporter, luminescence; host cell line lacks STAT1; inhibition, % at 5.5 µM; 190,000 compounds, 0.89% hits; AID 862;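 active means inhibition above the mean inhibition across all screened compounds plus 3 SD, cut at about 44% in these data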;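 further: 0% = DMSO only wells and 100% = 100 µM nifuroxazide control wells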
FLuc inh counter = counter-screen for luciferase assay inhibitors: firefly luciferase inhibition | P08659 | inhibition, % at 10 µM | 200,000 compounds, 1.5% hits | ATPLite firefly luciferase biochemical luminescence, 10 min;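 active means inhibition above about 50% when tested at 10 µM, limit read from the data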
NF-kB neuron act = raises NF-kB expression in human neuronal cells. 190,000 compounds, 1.6% hits. NF-kB reporter expression; hits give high values. AID 1239. fold change at 12.5 µM; in the data active means fold change above about 3.3
STAT3 activator = STAT3 signaling activation; U3A cells, IL-6 STAT3-luciferase reporter, luminescence; 100% = signal with IL-6 EC80 alone; activation (% of control), % at 5.6 µM; 190,000 compounds, 0.91% hits; AID 871;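 active means activation above the screen-wide mean of compound activation plus 3 SD, cut at about 130% in these data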;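 further: 0% = background luminescence of wells with medium and substrate only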
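Test system: human U3A cells carrying STAT3-luciferase construct; control set: IL-6-only wells as 100% reference; timing: compound pre-incubation 1 h before IL-6, then 6 h stimulation at 37 °C; also added: IL-6 stimulus at 33 ng/mL final; evaluation: % activation versus median of IL-6-stimulated wells; detection: reporter luminescence signal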
STAT1 activator = STAT1 signaling activation; NIH 3T3 STAT1-luciferase reporter, IFN-gamma, luminescence; 100% = IFN-gamma alone, no compound; activation (% of control), % at 5.5 µM; 200,000 compounds, 2.6% hits; AID 932;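 active means activation above the screen-wide mean activation plus 3 SD, cut at about 130% in these data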;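 further: raw ratio to IFN-gamma control signal so 100% means no change and 0% no light; values of inactives mirror those of a sister screen read the other way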
APP 5UTR inh = APP translation inhibition | SH-SY5Y APP 5'UTR-luciferase reporter, luminescence | inhibition, % at 2 µM | 190,000 compounds, 0.82% hits | AID 1285;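 active means inhibition above a set limit, derived from the sample mean plus 3 SD, cut at about 45% in these data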; further: values of inactives mirror those of a sister screen read the other way
STAT1 blocker = reduces IFN-gamma driven STAT1 reporter signal | NIH 3T3 STAT1-luciferase reporter, luminescence | 200,000 compounds, 0.35% hits | inhibition, % at 5.5 µM | AID 920;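 active means inhibition above a set limit, the mean inhibition across all tested compounds plus 3 SD, cut at about 34% in these data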;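 further: 0% = IFN-gamma with DMSO and 100% = IFN-gamma with 300 µM nifuroxazide; values of inactives mirror those of a sister screen read the other way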
Starred values were filed as active, the others as inactive; nt = no result given.

nr	structure	FLuc stim CS	ROMK primary	APP 5'UTR act	STAT3 blocker	FLuc inh counter
1	CC1=C(C(=O)OC2CCCC2)C(c2ccc(C)o2)C2=C(CC(c3cccs3)CC2=O)N1 (configuration not stated)	1.1	nt	5	2	-7
2	CCC(OC(C)=O)c1cc2c(cc1[N+](=O)[O-])OCCO2 (configuration not stated)	1.1	0.44	-9	3	-6
3	Cc1nc2ccc(S(=O)(=O)N(C)CC(=O)Nc3ccccc3F)cc2s1	1.1	1	4	-3	-6
4	CC(C)C[C@@H]1NC(=O)[C@H](C(C)C)NC(=O)c2cc([N+](=O)[O-])cc(I)c2NCC[C@@H](C(N)=O)NC1=O	1	2.3	-20	-11	-4
5	COc1ccc(-n2c(C)cc(C(=O)CN3CCCCC3)c2C)cc1	1	-0.4	10	10	-2
6	CCCSc1nc2c(=O)[nH][nH]c(=O)c2n1Cc1ccccc1	1	0.74	13	-11	0
7	COc1cccc(CN(Cc2ccco2)S(=O)(=O)c2ccc(S(=O)(=O)NCc3ccccc3)cc2)c1OC	1	nt	-4	-2	-3
8	CC(C)=CC(=O)Nc1nnc(-c2cccnc2)s1	1	0.092	8	13	-2
9	CC(=O)Nc1ccc(-c2ccnc(-c3ccc(NC(C)=O)cc3)n2)cc1	1	0.48	-18	21	2
10	CCn1cc(-c2csc(N)n2)c(C)n1	1	nt	19	2	-2
11	O=C(O)C1CC=CCC1C(=O)N1CC=C(c2ccccc2)CC1 (configuration not stated)	1	0.55	16	14	1
12	Cc1c(Cl)cccc1NC(=O)C1CCN(S(C)(=O)=O)CC1	1.1	2.1	-12	17	-8

nr	NF-kB neuron act	STAT3 activator	STAT1 activator	APP 5UTR inh	STAT1 blocker
1	1.1	102	101	-5	-1
2	1.2	102	101	9	-3
3	0.99	106	93	-4	6
4	1.2	107	91	20	9
5	1.7	98	95	-10	6
6	1.2	112	99	-13	0
7	0.84	105	104	4	-2
8	1.8	91	103	-8	-3
9	0.88	85	97	18	1
10	0.94	101	106	-19	-8
11	0.73	89	100	-16	-2
12	1	90	90	12	11

Arranged by count of non-hydrogen atoms (highest first): five of the compounds above.
nr	structure	FLuc stim CS	ROMK primary	APP 5'UTR act	STAT3 blocker	FLuc inh counter
7	COc1cccc(CN(Cc2ccco2)S(=O)(=O)c2ccc(S(=O)(=O)NCc3ccccc3)cc2)c1OC	1	nt	-4	-2	-3
3	Cc1nc2ccc(S(=O)(=O)N(C)CC(=O)Nc3ccccc3F)cc2s1	1.1	1	4	-3	-6
5	COc1ccc(-n2c(C)cc(C(=O)CN3CCCCC3)c2C)cc1	1	-0.4	10	10	-2
11	O=C(O)C1CC=CCC1C(=O)N1CC=C(c2ccccc2)CC1 (configuration not stated)	1	0.55	16	14	1
6	CCCSc1nc2c(=O)[nH][nH]c(=O)c2n1Cc1ccccc1	1	0.74	13	-11	0

nr	NF-kB neuron act	STAT3 activator	STAT1 activator	APP 5UTR inh	STAT1 blocker
7	0.84	105	104	4	-2
3	0.99	106	93	-4	6
5	1.7	98	95	-10	6
11	0.73	89	100	-16	-2
6	1.2	112	99	-13	0

Other structures.
nr	structure	FLuc stim CS	ROMK primary	APP 5'UTR act	STAT3 blocker	FLuc inh counter
13	O/C(=C\c1nc2ccccc2nc1/C=C(\O)c1ccccc1)c1ccccc1	0.3	-2.2	83	-39	73*
14	O=C(NC(=S)NCc1ccccc1)C1CC1	1.1	-0.088	24	8	-6
15	CCn1c(O)c(C=NCCN2CCOCC2)sc1=S	1.1	nt	13	6	-8
16	CC1=CS/C(=C(/C#N)C(=O)N2CCCCC2)N1c1ccccc1	1	0.097	2	-3	-3
17	CCOC(=O)c1cnn(CCOC(=O)C2CC2)c1NC(=O)C1CC1	1	0.5	2	2	-4
18	O=C(c1ccccc1)c1ccc2nc(N3CCN(C(=O)c4ccco4)CC3)c3nncn3c2c1	1	nt	7	nt	-2
19	NC(=O)CSc1nnc(COc2ccccc2)n1C1CCCCC1	1.1	nt	16	10	-6
20	COc1ccc(Cc2noc(CN(C)Cc3cccc(-n4cccn4)c3)n2)cc1OC	1	0.76	8	1	0
21	CCCS(=O)(=O)N1CCN(Cc2ccccc2C(F)(F)F)CC1	1	0.35	4	3	-4
22	CCCC1CCc2c(sc(NC(=O)OCC)c2C#N)C1 (configuration not stated)	1	nt	-16	9	-3
23	O=C(NCCC(c1ccccc1)c1ccccc1)c1cnc2sccn2c1=O	1	-0.25	23	-9	-4
24	COCCn1c(-c2ccccc2)nc2oc3ccccc3c(=O)c2c1=O	1	0.063	-6	23	0

nr	NF-kB neuron act	STAT3 activator	STAT1 activator	APP 5UTR inh	STAT1 blocker
13	1.2	145*	134*	-84	-39
14	1.1	98	106	-24	-9
15	1.2	98	92	-13	9
16	1.1	105	102	-2	-2
17	0.94	101	97	-2	3
18	0.25	nt	nt	-7	nt
19	nt	99	100	-16	0
20	0.93	100	82	-8	18
21	1.2	102	97	-4	4
22	1.6	95	105	16	-7
23	1.4	108	97	-23	1
24	0.88	87	99	6	1

More compounds
nr	structure	FLuc stim CS	ROMK primary	APP 5'UTR act	STAT3 blocker	FLuc inh counter
25	O=C(COC(=O)C12CC3CC(CC(C3)C1)C2)NCc1ccco1	1	1	7	9	-4
26	CCOC(=O)C(NC(C)=O)C(OC(C)=O)c1cccc(N(CCO)CCO)c1 (configuration not stated)	1.1	1.2	12	-1	-8
27	CC1(c2cccc([N+](=O)[O-])c2)CC(C)(C)N(C(=O)c2ccccc2)c2ccccc21 (configuration not stated)	1	-0.49	5	-2	0
28	CCOC(=O)C(=O)Nc1ccc(S(=O)(=O)N2CCOCC2)cc1OC	1	nt	-9	8	-4
29	CCCn1nnnc1SCC(=O)NCc1ccc(OC)cc1	1	nt	-1	8	-1
30	CC1(C)CC2CC(C)(CN2C(=O)c2ccccc2)C1 (configuration not stated)	1	nt	-21	-4	0
31	CCOc1ccc(-c2[nH]ncc2Oc2ccccc2OCC)c(O)c1	1	0.0041	12	12	-1
32	COCC(=O)N1CCN(c2nc3ccccc3o2)CC1	1	0.58	4	1	4
33	Cc1ccsc1C1NC(=O)c2c(sc3c2CCN(C)C3)N1 (configuration not stated)	1	nt	13	9	1
34	CCn1c(NC(=O)c2nn(C)cc2Br)nc2ccccc21	1.1	0.4	-16	5	-6
35	COCCCN(C(=S)Nc1c(C)cc(C)cc1C)C(C)c1ccccn1 (configuration not stated)	1	-0.6	16	4	-4
36	CC(C)n1c(N2CCN(CC(=O)Nc3ccc4c(c3)OCCO4)CC2)nc2ccccc21	1.1	-0.93	20	1	-7

nr	NF-kB neuron act	STAT3 activator	STAT1 activator	APP 5UTR inh	STAT1 blocker
25	1.1	95	98	-7	0
26	1.1	104	100	-12	-1
27	0.98	100	97	-5	4
28	1.9	100	99	9	1
29	1.2	97	94	1	7
30	1	107	97	21	2
31	1	96	97	-12	3
32	1.2	101	106	-4	-8
33	0.94	99	110	-13	-11
34	1.4	97	99	16	1
35	1.1	101	98	-16	0
36	0.93	103	101	-20	-2

Following part:
nr	structure	FLuc stim CS	ROMK primary	APP 5'UTR act	STAT3 blocker	FLuc inh counter
37	c1cnc2c(OCc3cn4cccnc4n3)cccc2c1	1	1	23	6	-1
38	CCOC(=O)c1sc(NC(=O)Nc2ccccc2Cl)cc1C	0.2	nt	220*	26	80*
39	O=[N+]([O-])c1cccc(/C([O-])=C(/C(=S)Nc2cccc3ccccc23)[n+]2ccccc2)c1	1	nt	0	-9	0
40	O=C(Nc1nc(-c2ccccn2)cs1)c1cc(Cl)ccc1[N+](=O)[O-]	1.1	1.4	-76	2	-7
41	COc1nc(NCC(C)C)nc(Oc2ccc(OCc3ccccc3)nn2)n1	1	nt	-3	3	-4
42	COc1cc(C(=O)Nc2cccc(-c3cn4cccnc4n3)c2)cc(OC)c1OC	0.9	2.3	-10	15	9
43	COC(=O)Cc1ccc(NC(=S)Nc2cccc(C)n2)cc1	1	-2.6	23	28	-2
44	CCC(C(=O)Nc1cc(C(=O)Nc2cc(C)ccn2)ccc1Cl)c1ccccc1 (configuration not stated)	1	-0.22	1	-4	-2
45	CCCC(=O)Nc1ccccc1NC(C)=O	1	nt	4	-3	-3
46	CC(=O)c1ccc2c(c1)Nc1ccccc1S2	1	nt	16	27	-2
47	c1ccc(-c2nnc3sc(Cc4cccs4)nn23)cc1	1	0.87	-6	-14	-3
48	Cc1onc(C(=O)NCc2ccc(F)cc2)c1[N+](=O)[O-]	0.9	0.47	-8	8	8

nr	NF-kB neuron act	STAT3 activator	STAT1 activator	APP 5UTR inh	STAT1 blocker
37	1.7	99	93	-23	8
38	4.2*	78	186*	-220	-97
39	0.69	107	98	0	2
40	1.2	100	125	76*	-28
41	1.1	101	102	3	-3
42	0.5	92	104	10	-7
43	1.4	79	100	-23	-2
44	0.93	105	104	-1	-5
45	1.2	106	99	-4	1
46	1.3	82	93	-16	9
47	1.2	114	110	6	-11
48	0.97	97	94	8	5

Continuation.
nr	structure	FLuc stim CS	ROMK primary	APP 5'UTR act	STAT3 blocker	FLuc inh counter
49	CN(C)CCNc1nc(S(=O)(=O)c2ccccc2)c(Cl)s1	1.1	0.5	-8	8	-9
50	CCOC(=O)Cc1c(C)nc2c(-c3ccccc3OC)c(C)nn2c1C	1	nt	2	14	-4
51	O=C(NC(Cc1ccccc1)C(=O)O)/C(=C\c1ccco1)NC(=O)c1ccccc1 (configuration not stated)	1.1	-0.023	-2	9	-7
52	COc1nc(Nc2cccc(C(F)(F)F)c2)nc(OC)n1	1.1	-0.061	10	21	-8
53	O=c1c2c3nc4ccccc4nc3n(CC3CCCO3)c2ncn1CCc1ccccc1 (configuration not stated)	1.1	-2.7	23	5	-7
54	COc1ccccc1CNC(=O)c1ccc(N2CCOCC2)c([N+](=O)[O-])c1	1	0.43	10	3	1
55	COc1ccccc1Oc1nc2c(c(=O)n(Cc3ccccc3F)c(=O)n2C)n1C	1	nt	11	0	2
56	O=C(CSc1nc(-c2ccco2)cc(C(F)(F)F)n1)NCCCN1CCOCC1	1	0.43	-13	1	-4
57	CN(C)C(=O)Cn1c(SCC(=O)Nc2ccc3c(c2)OCO3)nc2ccccc21	1.1	0.079	-14	2	-8
58	COc1ccc(/C=C/C(=O)OCC(=O)NCc2ccco2)c(OC)c1	1	1.6	0	-3	5
59	CCc1c(C#N)c(N)nc(SCC(=O)OCc2ccccc2)c1C#N	1.1	nt	6	6	-9
60	CC(C)c1ccccc1-n1cc[nH]c1=S	0.9	-1	4	-2	5
61	O=C(Nc1ccc(NC(=O)C2CC2)nc1)c1ccncc1	1	-0.18	-5	3	3
62	Cc1nccn1CCC(=O)Nc1ccc(Cl)cc1	1	-0.054	8	8	1

nr	NF-kB neuron act	STAT3 activator	STAT1 activator	APP 5UTR inh	STAT1 blocker
49	1.1	98	96	8	4
50	0.96	91	99	-2	1
51	1.1	91	105	2	-6
52	1.6	83	114	-10	-15
53	0.7	101	96	1	3
54	1.1	101	84	-10	16
55	0.86	100	100	-11	0
56	1.2	101	104	13	-4
57	1.2	101	102	14	-3
58	1.1	110	102	0	-2
59	1	97	91	-6	9
60	1.1	106	98	-4	2
61	1.3	101	106	5	-7
62	1.4	104	100	-8	-1

Rows were taken by chance, and some 7.1% of all compounds hit somewhere here.
